TLR9-MyD88 block: blocks human TLR9 binding to MyD88; Q9NR96+Q99836; CHO BLA complementation TLR9-MyD88, CCF4 FRET ratio; inhibition, % at 4.98 µM; 340,000 compounds, 0.21% hits; AID 504734;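 active = inhibition above the mean over all tested compounds plus 3 SD, cut at about 21% in these data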;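 note: 0% = DMSO only wells and 100% = clavulanate BLA inhibitor control wells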
Cardio protect: myocardial damage modulation in H9c2 cells; H9c2 cardiomyocytes, H2O2 injury protection, ATPLite, 2 h; protection from H2O2 cell death, % at 20 µM; 360,000 compounds, 0.63% hits;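 active = compounds giving at least 50% protection of heart cells from peroxide-induced death in the single-dose screen, raw or plate-pattern-corrected value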;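 note: 0% = DMSO wells with peroxide and 100% = DMSO wells without peroxide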
SRC2 inh: inhibits human steroid receptor coactivator 2. Q15596. HEK293 GAL4-SRC2 luciferase reporter, luminescence. inhibition, % at 9 µM. 370,000 compounds, 0.17% hits. AID 651957;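 active = inhibition above the mean inhibition of all tested compounds plus 3 SD, set per campaign, cut at about 52% in these data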;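 note: 0% = DMSO treated cells and 100% = cells given Gossypol at 36 µM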
Target sequence (Q15596 whole entry, looked up, the tested form may be a part): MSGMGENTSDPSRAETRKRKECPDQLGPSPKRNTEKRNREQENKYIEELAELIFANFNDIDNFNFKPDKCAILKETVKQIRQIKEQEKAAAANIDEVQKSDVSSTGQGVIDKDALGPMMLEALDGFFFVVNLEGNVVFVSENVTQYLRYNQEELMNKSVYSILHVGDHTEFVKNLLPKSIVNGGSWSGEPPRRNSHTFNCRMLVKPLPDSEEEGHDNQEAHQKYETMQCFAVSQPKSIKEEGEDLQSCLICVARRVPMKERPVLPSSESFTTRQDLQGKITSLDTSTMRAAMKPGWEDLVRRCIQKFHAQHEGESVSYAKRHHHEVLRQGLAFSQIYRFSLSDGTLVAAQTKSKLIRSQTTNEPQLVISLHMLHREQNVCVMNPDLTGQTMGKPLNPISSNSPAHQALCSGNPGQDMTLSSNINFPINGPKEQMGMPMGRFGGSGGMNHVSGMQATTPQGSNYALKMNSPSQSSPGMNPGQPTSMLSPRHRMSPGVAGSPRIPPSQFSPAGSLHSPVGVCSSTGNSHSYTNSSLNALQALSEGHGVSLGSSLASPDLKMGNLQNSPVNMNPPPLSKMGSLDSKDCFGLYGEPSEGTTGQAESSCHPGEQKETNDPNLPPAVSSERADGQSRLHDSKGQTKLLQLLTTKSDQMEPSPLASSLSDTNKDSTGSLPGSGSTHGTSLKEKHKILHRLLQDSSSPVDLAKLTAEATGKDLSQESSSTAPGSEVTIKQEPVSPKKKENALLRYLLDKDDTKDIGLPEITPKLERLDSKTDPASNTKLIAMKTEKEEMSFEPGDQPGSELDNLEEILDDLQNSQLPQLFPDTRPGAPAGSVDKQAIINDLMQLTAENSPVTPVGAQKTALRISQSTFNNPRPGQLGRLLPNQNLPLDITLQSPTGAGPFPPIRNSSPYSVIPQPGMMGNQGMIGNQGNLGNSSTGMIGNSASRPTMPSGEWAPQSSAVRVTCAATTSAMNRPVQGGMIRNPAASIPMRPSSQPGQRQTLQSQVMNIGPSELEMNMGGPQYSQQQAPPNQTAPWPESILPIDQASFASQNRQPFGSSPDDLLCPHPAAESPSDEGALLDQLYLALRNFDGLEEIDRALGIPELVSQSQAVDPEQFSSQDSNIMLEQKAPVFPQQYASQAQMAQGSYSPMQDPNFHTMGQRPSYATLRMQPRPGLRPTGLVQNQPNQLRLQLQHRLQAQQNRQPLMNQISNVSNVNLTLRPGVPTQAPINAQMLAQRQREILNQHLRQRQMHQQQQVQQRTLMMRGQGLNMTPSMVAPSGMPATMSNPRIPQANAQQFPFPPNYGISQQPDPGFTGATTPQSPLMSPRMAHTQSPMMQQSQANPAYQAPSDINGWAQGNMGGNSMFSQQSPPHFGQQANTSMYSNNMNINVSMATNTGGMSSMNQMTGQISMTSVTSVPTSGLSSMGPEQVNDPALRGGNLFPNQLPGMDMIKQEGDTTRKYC
ABHD5 PLIN5 PPI: blocks binding of human ABHD5 to perilipin-5 | Q00G26+Q8WTS1 | Split G. princeps luciferase complementation, luminescence, 4 h | inhibition, % at 4 µM | 360,000 compounds, 0.78% hits;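 active = inhibition above the mean inhibition across every tested compound plus 3 SD, cut at about 22% in these data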;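 note: 0% = DMSO only wells and the 100% control is not disclosed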
MC4R barr agon: human MC4R agonism via beta-arrestin; U2OS MC4R beta-arrestin complementation, luminescence; percent of melanotan II response, DMSO zero; activation, % at 8.9 µM; 360,000 compounds, 0.98% hits; AID 540308;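 active = activation above a per-plate cutoff, the mean activation of sample wells on that plate plus 3 SD, cut at about 8% in these data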
N-glyco inh: blocks N-linked glycosylation in D54 reporter cells | D54 ERlucT glycosylation luciferase reporter, 24 h; percent of 100 nM tunicamycin response | reporter increase, % at 12.5 µM | 360,000 compounds, 0.23% hits | AID 588692;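 active = mean luciferase reporter signal, scaled so untreated is 0 and the glycosylation-blocking control 100, at or above a set limit in every replicate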;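 note: luciferase carries N-glycosylation sites so blocking glycosylation raises the light; 0% = median of neutral control wells and 100% = median of 100 nM tunicamycin wells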
NOD2-RIPK2 inh: inhibitors of human NOD2-RIPK2 interaction; O43353; CHO BLA complementation NOD2-RIPK2, CCF4 ratio; inhibition, % at 4.98 µM; 360,000 compounds, 0.38% hits; AID 624267; in the data active = inhibition above about 21%;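 note: 0% = vehicle only and 100% = reference blocker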
m5-HT2A agonist: activates the mouse 5-HT2A serotonin receptor; 360,000 compounds, 0.66% hits; CHO-K1 mHTR2A beta-arrestin complementation, luminescence; percent of 30 µM serotonin response; AID 624169; activation, % at 7.6 µM; P35363;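 active = activation above a run cutoff, the mean activation of all tested compounds plus 3 SD, cut at about 14% in these data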;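 note: 0% = plate median of compound wells and 100% = 30 µM serotonin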
MC4R antagonist: human MC4R antagonism in cAMP assay; MC4R-expressing cells, MTII-stimulated cAMP, LANCE TR-FRET; P32245; inhibition, % at 6.5 µM; 360,000 compounds, 0.48% hits;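 active = inhibition above its plate's cutoff, the mean of tested wells on that plate plus 3 SD, cut at about 29% in these data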;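 note: 0% = Melanotan II alone and 100% = Melanotan II plus saturating MCL0020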
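Test system: U2OS cells stably expressing human melanocortin 4 receptor (MC4R); also added: Melanotan II challenge; compound: 6.5 µM single dose; timing: 30-min compound preincubation, 1-h Melanotan II challenge, 1-h detection, room temperature; signal: Eu-cAMP/anti-cAMP TR-FRET, emission 671 nm; repeats: one well per compound, no replicates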
ABCB6 inh 2: human ABCB6 transporter inhibition; Q9NP58; K562-ABCB6 porphyrin accumulation, flow cytometry, 1 h; active compounds read low; fluorescence ratio to DMSO, % at 10 µM; 360,000 compounds, 0.19% hits; AID 602162;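 active = fluorescence ratio to DMSO below 75%, the collection mean minus 3 SD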;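 note: signal is porphyrin accumulated inside mitochondria; 100% equals median channel fluorescence of DMSO control wells; lower ratio means ABCB6 inhibition with less porphyrin fluorescence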
* = called active by the depositor; . = not tested or not shown. Only part of the results is shown; the hit share may differ from the screen's.

SMILES | TLR9-MyD88 block | Cardio protect | SRC2 inh | ABHD5 PLIN5 PPI | MC4R barr agon | N-glyco inh | NOD2-RIPK2 inh | m5-HT2A agonist | MC4R antagonist | ABCB6 inh 2
COC(=O)[C@H](c1ccccc1Cl)N1CCc2sccc2C1 | -18 | -11 | -2 | 7 | 2.9 | 0 | 2 | -5 | 14 | 105
COc1ccc(C(CNC(=O)c2cccc(S(=O)(=O)Nc3ccc(F)cc3)c2)N2CCCCC2)cc1 (stereo not given) | 2 | 7 | 5 | 2 | -1.7 | -5 | -7 | -10 | 5 | 99
CC1Cc2ccccc2N1C(=O)CSc1nnc(Cc2ccccc2)n1CCc1ccccc1 (stereo not given) | -9 | 12 | 3 | 5 | 0.3 | -2 | 11 | -2 | -3 | 129
COc1ccc(C2CC(c3cccc(Br)c3)=NN2c2ccc(S(N)(=O)=O)cc2)cc1 (stereo not given) | -121 | 14 | 19 | -12 | 2.3 | -5 | -43 | -7 | 23 | 116
CN(Cc1cccnc1)C(=O)CNC(=O)COc1ccccc1 | -3 | 1 | -13 | 3 | -0.7 | 4 | -11 | 3 | 3 | 101
O=C(Nn1cnnc1)C(c1ccccc1)c1ccccc1 | -18 | 4 | -2 | 0 | -1.0 | 0 | 1 | 1 | 6 | 88
CCCC(=O)Nc1ccc(-c2csc(-c3cccnc3)n2)cc1 | -4 | 3 | -4 | 2 | 0.6 | 2 | 4 | -2 | 12 | 103
COc1ccc2oc(C(=O)OCC(=O)N3CCN(S(=O)(=O)c4ccccc4)CC3)c(C)c2c1 | 5 | -3 | 4 | -16 | -3.4 | -5 | 1 | 1 | -3 | 97
O=C(NCc1ccncc1)C1COc2ccccc2O1 (stereo not given) | 5 | 7 | -19 | 3 | -0.9 | 0 | -15 | 1 | 4 | 89
Cc1[nH]c2ccccc2c1/C=N/NC(=O)c1cccs1 | 2 | 56* | -91 | 0 | -1.7 | 4 | 0 | 3 | -14 | 104
Cc1cccc2cc(C(c3nnnn3C(C)(C)C)N3CCN(C(=O)c4ccco4)CC3)c(=O)[nH]c12 (stereo not given) | -8 | 6 | 7 | -1 | 2.2 | 1 | 4 | 4 | 16 | 97
C=CC#CC[N+]1(CC#Cc2ccccc2)CCOCC1 | -3 | -5 | 7 | 7 | 6.6 | 3 | -20 | 5 | 0 | 101
CCN(CC)S(=O)(=O)c1ccc(NC(=O)COC(=O)c2c[nH]c(=O)[nH]c2=O)cc1 | -2 | 3 | -7 | 6 | 2.4 | 1 | 7 | 8 | -5 | 98
COc1ccc(CCn2c(=N)c(C(=O)NC3CCCC3)cc3c(=O)n4ccccc4nc32)cc1 | 5 | -4 | -19 | 4 | 0.8 | 1 | 0 | -6 | 3 | 95
COc1ccc(NC(=O)Nc2cc(NC(=O)Nc3ccc(OC)cc3)c(C)nc2C)cc1 | -3 | 6 | -21 | -2 | -0.7 | 2 | 3 | -2 | 5 | 97
CCCS(=O)(=O)NC(=O)C1(C)CCN(C(=O)COc2ccccc2)C1 (stereo not given) | . | -3 | -7 | -8 | -0.2 | -1 | -14 | 3 | 16 | 101
O=C(O)CCC(=O)Nc1ccc(N2CCOCC2)cc1 | 3 | -7 | -37 | -19 | -1.6 | 0 | -4 | -3 | 2 | 103
C=CC[C@@H](CC(=O)N(CCO)Cc1ccccc1)C(=O)NCCOC(=O)[C@@H](CC=C)Cc1ccc(F)cc1 | -5 | -10 | 8 | 3 | 0.4 | -3 | 2 | -2 | 13 | 95
CC(C)c1ccc(C2c3[nH]c4ccccc4c3C[C@H]3C(=O)N(c4ccccc4C(=O)N4CCC[C@H]4C(=O)O)C(=O)N23)cc1 (stereo not given in full) | -13 | -4 | -38 | -9 | 0.4 | 0 | 6 | 5 | 9 | 101
CCCCN(C(=O)COC(=O)C1(c2ccccc2)CC1)c1c(N)n(CCC)c(=O)[nH]c1=O | 12 | 4 | 9 | -6 | -0.1 | 0 | 0 | -2 | 1 | 95
CCN(CCO)c1cc(Cl)nc(SC)n1 | 5 | 2 | 6 | 2 | -0.8 | 0 | 0 | 2 | -1 | 93
CCOc1ccc(NC(=O)CN(C)C(=O)CN2C(=O)NC3(CCCC3)C2=O)cc1OCC | 4 | -6 | -17 | 10 | -1.7 | 0 | -3 | 3 | 2 | 94
O=C(Nc1ccc2c(c1)OCCO2)c1cccs1 | 3 | -17 | -99 | 4 | 0.7 | -7 | -10 | 0 | 1 | 102
Cc1nc2c(N=Nc3ccccc3F)c(N)nn2c(N)c1C#N | -5 | 22 | -4 | 2 | 4.2 | 6 | -7 | 1 | 0 | 92
Cc1ccc2[nH]c(=O)c(-c3noc(CC(C)C)n3)cc2c1 | 4 | -2 | -15 | -2 | 1.9 | -3 | -6 | 0 | 13 | 99

In a second layout: results already given.
Every second line gives: TLR9-MyD88 block, Cardio protect, SRC2 inh, ABHD5 PLIN5 PPI, MC4R barr agon, N-glyco inh, NOD2-RIPK2 inh, m5-HT2A agonist, MC4R antagonist, ABCB6 inh 2
C=CC[C@@H](CC(=O)N(CCO)Cc1ccccc1)C(=O)NCCOC(=O)[C@@H](CC=C)Cc1ccc(F)cc1
→ -5, -10, 8, 3, 0.4, -3, 2, -2, 13, 95
CC1Cc2ccccc2N1C(=O)CSc1nnc(Cc2ccccc2)n1CCc1ccccc1 (stereo not given)
→ -9, 12, 3, 5, 0.3, -2, 11, -2, -3, 129
CCOc1ccc(NC(=O)CN(C)C(=O)CN2C(=O)NC3(CCCC3)C2=O)cc1OCC
→ 4, -6, -17, 10, -1.7, 0, -3, 3, 2, 94
Cc1[nH]c2ccccc2c1/C=N/NC(=O)c1cccs1
→ 2, 56*, -91, 0, -1.7, 4, 0, 3, -14, 104

Laid out differently: results already given
Value order – TLR9-MyD88 block	Cardio protect	SRC2 inh	ABHD5 PLIN5 PPI	MC4R barr agon	N-glyco inh	NOD2-RIPK2 inh	m5-HT2A agonist	MC4R antagonist	ABCB6 inh 2
- CCCS(=O)(=O)NC(=O)C1(C)CCN(C(=O)COc2ccccc2)C1 (stereo not given)
    .	-3	-7	-8	-0.2	-1	-14	3	16	101
- O=C(O)CCC(=O)Nc1ccc(N2CCOCC2)cc1
    3	-7	-37	-19	-1.6	0	-4	-3	2	103

(continued)
SMILES | TLR9-MyD88 block | Cardio protect | SRC2 inh | ABHD5 PLIN5 PPI | MC4R barr agon | N-glyco inh | NOD2-RIPK2 inh | m5-HT2A agonist | MC4R antagonist | ABCB6 inh 2
Cc1ccc(NC(=O)c2ccc(N/N=C/c3cccc(O)c3)c([N+](=O)[O-])c2)cc1 | 3 | 6 | -17 | 2 | 9.9* | 2 | 0 | -3 | -8 | 100
COC(=O)c1nc(-c2ccc(C)cc2)[nH]c1C(C)(C)C | . | -2 | 11 | 4 | . | 0 | -12 | -1 | . | 98
COc1cccc(/C=C/C(=O)OCC(=O)Nc2cc(C(F)(F)F)ccc2Cl)c1 | 2 | 1 | 2 | 12 | 3.5 | 5 | -12 | 8 | -4 | 104
O=C(Nc1ccc2c(c1)oc1ccccc12)c1ccc(Br)o1 | 4 | -27 | -60 | -1 | 3.9 | 1 | -2 | -2 | -2 | 93
CCNC(=O)COc1ccc(/C=N/NC(=O)c2cccnc2)cc1OC | 1 | -2 | -18 | -2 | -4.1 | 2 | 2 | 0 | 2 | 96
C/C(CCc1oc2ccccc2c1-c1ccc(C)o1)=N/O | -6 | -8 | 3 | -4 | 0.6 | 2 | 11 | 1 | -2 | 98
NS(=O)(=O)c1ccc(NC(=O)COC(=O)c2cc3ccccc3cc2O)cc1 | 0 | -11 | -25 | -6 | 0.5 | -1 | -5 | -3 | 12 | 99
COc1ccccc1C(=O)NC(=O)COC(=O)c1ncc(Cl)c(Cl)c1Cl | -8 | 0 | -9 | 2 | -2.0 | 1 | 5 | 7 | 5 | 98
Cc1ccc(CNC(=O)CS(=O)Cc2nc(-c3cccs3)oc2C)cc1 (stereo not given) | -4 | 11 | 5 | -3 | 1.4 | -2 | -16 | 2 | -6 | 104
COC(=O)c1sccc1NC(=O)c1ccc(Cl)cc1 | 0 | -10 | -2 | -2 | 3.1 | 2 | -2 | 2 | 12 | 98
O=C1CCCCCN1CP(=O)(O)CCc1ccccc1 | 1 | -4 | 0 | 3 | 0.1 | 2 | -10 | 0 | -2 | 81
O=C(c1cccc(-c2ccc(O)cc2)c1)N1CCN(c2ccc(F)cc2)CC1 | -20 | -5 | 28 | -2 | 13* | -2 | 2 | -4 | 9 | 102
COc1cccc(NC(=O)CSc2nnc(-c3cc(C)[nH]n3)n2N)c1 | -10 | 0 | -7 | 0 | -1.6 | 0 | -13 | 2 | 18 | 98
Fc1ccccc1CSc1ncnc2c1oc1ccccc12 | 10 | -6 | -24 | -3 | 3.7 | -1 | -10 | 5 | 6 | 100
Cc1cccc(C)c1OCc1cc(C(=O)N2CCN(Cc3nccn3C)CC2)no1 | -7 | 1 | -38 | -2 | -3.2 | -2 | 0 | 0 | 10 | 101
COc1ccc(NC(=O)CNS(=O)(=O)c2ccc3nc(C)sc3c2)c(OC)c1 | -2 | -7 | -7 | 2 | -1.1 | 0 | 4 | -5 | 10 | 105
CC1(Cc2cccc(C(N)=O)c2)C(=O)Nc2c(Cl)cccc21 (stereo not given) | . | 3 | 10 | -1 | -0.1 | 1 | -1 | -3 | 3 | 103
O=C(N/N=C\c1c[nH]c2ccccc12)c1ccc(O)cc1 | 21* | -4 | -19 | -2 | -1.2 | 0 | 3 | -4 | 0 | 97
CCc1ccc(NC(=O)N(Cc2ccco2)C(C)c2cccs2)cc1 (stereo not given) | 1 | -7 | -26 | -5 | 3.5 | -2 | -13 | -8 | 2 | 97
COc1ccc(C(C)NC(=O)c2ccncc2)cc1OC (stereo not given) | -10 | 0 | -11 | 2 | -2.0 | . | -9 | -5 | 8 | 96
CCn1c(COc2ccc(OC)cc2)nc2ccccc21 | 5 | -15 | -17 | -2 | -2.1 | -7 | 0 | 0 | 5 | 95
COc1ccc(OC)c(NC(=O)c2cnc(Nc3ccccc3OC)c3ccccc23)c1 | 7 | 0 | -26 | -2 | 4.4 | 18 | 5 | -3 | -2 | 91
COc1ccc(C2c3[nH]c4ccccc4c3C[C@H]3C(=O)N(C)CC(=O)N23)cc1OC (stereo not given in full) | 3 | 1 | 20 | 2 | -0.6 | 4 | -3 | 2 | 22 | 99
CCN1CCN(C(=O)CCN2C(=O)c3ccccc3S2(=O)=O)CC1 | 4 | -2 | -7 | -1 | -2.8 | 1 | -15 | 5 | 2 | 99

Entries listed above marked active in TLR9-MyD88 block:
Molecule | TLR9-MyD88 block | SRC2 inh | ABHD5 PLIN5 PPI | MC4R barr agon | N-glyco inh | NOD2-RIPK2 inh | m5-HT2A agonist | MC4R antagonist | ABCB6 inh 2
O=C(N/N=C\c1c[nH]c2ccccc12)c1ccc(O)cc1 | 21* | -19 | -2 | -1.2 | 0 | 3 | -4 | 0 | 97
